Source: PubChem BioAssay (several laboratories)
Shn3 3UTR inh = Schnurri-3 reporter inhibition in Clone20 osteoblasts | Clone20 osteoblast Shn3 3'UTR firefly luciferase, 24 h | inhibition, % at 12.5 µM | 360,000 compounds, 0.52% hits | AID 588674;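 active = mean inhibition of at least 75% with every replicate also reaching 75%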;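 note: 0% = median of neutral control wells and 100% = pilot-screen positive control compound; some compounds past the cut are filed as inactive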
CaV13 FRET inh = Disruptors of the CACNA1D IQ motif to Ca2+-dependent inactivation inhibitor domain association, primary screening, Förster resonance energy transfer in intact living …; 340,000 compounds, 0.098% hits; HEK cells, CFP/YFP FRET ICDI-IQ, plate reader, 10 min; percent FRET-ratio fall versus neutral wells; AID 743397; inhibition, % at 12.3 µM;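 active = mean replicate inhibition of at least 30% and at least 1% of replicates passing that level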;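 note: 0% = median of the neutral control wells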
PDI turbidity = blocks human protein disulfide isomerase activity | P07237 | PDI insulin aggregation turbidity, A650, 90 min | inhibition, % at 10 µM | 350,000 compounds, 0.052% hits | AID 588391;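 active = mean inhibition across replicates of 30% or more, whatever share of single replicates reach that level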;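 note: absorbance from insulin aggregation driven by PDI reduction with DTT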
Target sequence (P07237 whole entry, looked up): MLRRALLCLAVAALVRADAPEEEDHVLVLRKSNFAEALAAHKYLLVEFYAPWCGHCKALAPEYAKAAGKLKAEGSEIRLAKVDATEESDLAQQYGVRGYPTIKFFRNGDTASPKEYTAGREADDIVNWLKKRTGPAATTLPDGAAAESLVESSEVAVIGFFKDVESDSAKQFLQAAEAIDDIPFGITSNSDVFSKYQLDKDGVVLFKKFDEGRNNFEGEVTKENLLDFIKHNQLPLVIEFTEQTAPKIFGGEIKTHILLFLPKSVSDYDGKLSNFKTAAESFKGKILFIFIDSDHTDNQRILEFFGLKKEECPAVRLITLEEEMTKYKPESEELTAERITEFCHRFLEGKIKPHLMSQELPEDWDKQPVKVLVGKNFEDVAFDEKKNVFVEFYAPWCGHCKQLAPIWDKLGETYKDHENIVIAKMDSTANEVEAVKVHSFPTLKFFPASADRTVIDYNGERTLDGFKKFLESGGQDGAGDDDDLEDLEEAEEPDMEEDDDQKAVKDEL
TRPM1 prom inh = inhibitors of MITF-driven TRPM1 promoter in melanoma cells; 330,000 compounds, 0.83% hits; AID 488899; inhibition, % at 12.5 µM; SK-MEL-5 TRPM1 promoter luciferase, 24 h;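 active = mean inhibition across replicates of 60% or more, whatever share of single replicates reaches that level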; note: values of inactives mirror those of a sister screen read the other way
KKLEB tox = reduces viability of KKLEB cystic fibrosis airway cells. KKLEB CF airway cells viability, ATPlite luminescence, overnight; active compounds read low; cells stimulated with P. aeruginosa culture filtrate. activity change (cytotoxicity), % at 5 µM. 360,000 compounds, 0.36% hits. AID 602141;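 active = corrected activity change at or below -50% at 5 µM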
NR2E3 ag-1 = human photoreceptor-specific nuclear receptor agonism; Q9Y5X4; CHO-S Gal4-NCOR/VP16-NR2E3 two-hybrid, luciferase; inhibition of corepressor binding, % at 3.98 µM; 360,000 compounds, 0.35% hits; AID 602229;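 active = inhibition above the mean of all tested compounds plus 3 SD, cut at about 70% in these data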;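 note: 0% = DMSO with NR2E3 transfected cells and 100% = cells lacking NR2E3 construct; higher means lower luciferase signal from less NR2E3 corepressor binding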
Target sequence (Q9Y5X4 whole entry, looked up, the tested form may be a part): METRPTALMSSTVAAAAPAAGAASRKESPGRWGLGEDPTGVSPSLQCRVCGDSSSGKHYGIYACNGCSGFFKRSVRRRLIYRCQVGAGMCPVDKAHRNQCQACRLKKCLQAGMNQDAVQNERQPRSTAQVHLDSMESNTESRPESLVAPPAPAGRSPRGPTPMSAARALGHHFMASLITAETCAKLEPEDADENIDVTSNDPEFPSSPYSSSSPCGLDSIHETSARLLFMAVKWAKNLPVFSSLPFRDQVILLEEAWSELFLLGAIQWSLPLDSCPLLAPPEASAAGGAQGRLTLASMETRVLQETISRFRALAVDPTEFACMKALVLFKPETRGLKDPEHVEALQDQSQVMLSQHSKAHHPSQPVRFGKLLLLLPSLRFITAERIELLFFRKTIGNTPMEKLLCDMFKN
Peg3 prom inh = inhibitors of Peg3 promoter | HeLa PEG-Prom luciferase reporter, luminescence, overnight | inhibition, % at 20 µM | 360,000 compounds, 1.7% hits;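 active = inhibition of at least 50% at 20 µM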
CF NFkB inh = inhibitors of cystic fibrosis induced NF-kB; KKLEB NF-kB-GFP reporter, PAF-induced, GFP fluorescence overnight; inhibition, % at 5 µM; 360,000 compounds, 0.86% hits;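 active = at least 50% inhibition at 5 µM, scaled per plate between neutral and stimulator controls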;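 note: PAF is a Pseudomonas aeruginosa culture filtrate used as stimulus; plate controls were PAF-stimulated DMSO wells for no effect and unstimulated DMSO wells for full effect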
NR2E3 ag-2 = NR2E3 (human) agonism. Q9Y5X4. GST-NR2E3/biotin-RetCOR TR-FRET, 1536-well. inhibition of corepressor binding, % at 4.78 µM. 320,000 compounds, 0.12% hits. AID 2300;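 active = percent inhibition above the cutoff of mean plus 3 SD of all tested compounds, set per screening campaign, cut at about 20% in these data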;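 note: 0% = DMSO wells and 100% = biotin wells as full block of FRET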
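Material – GST-tagged NR2E3 plus biotinylated RetCOR corepressor · Quantity – NR2E3 fusion 1.35 nM · Times – 5 h incubation at 4 °C · Medium – pH 7.5 Tris-based buffer · Technique – TR-FRET, Eu(K)-anti-GST donor, streptavidin-D2 acceptor, ex 340, em 617/671 nm · Benchmarks – high control biotin, low control 0.6% DMSO · Format – 1536-well plates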
Vif inh = blocks HIV Vif function; HEK293T cells, Vif self-association by quenched fluorescence, imaging, 24 h; 340,000 compounds, 0.35% hits; inhibition, % at 7.49 µM; in the data active = inhibition above about 50%, passing the limit was not always enough; note: some results filed as inactive read as strong as hits
HIF-2a inh = blocks HIF-2a reporter activity; inhibition, % at 18.8 µM; AID 624352; 360,000 compounds, 0.72% hits; 786-0 RCC cells HIF-2a reporter, luciferase luminescence, overnight;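 active = inhibition of the luminescence signal of 40% or more relative to plate controls, in a single-dose primary screen at 18.75 µM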
Starred values were filed as active, the others as inactive.

Cc1ccc(S(=O)(=O)N2CCN(C(=O)CCn3cncn3)CC2)cc1 was read as Shn3 3UTR inh -3, CaV13 FRET inh -5, PDI turbidity -13, TRPM1 prom inh 13, KKLEB tox -8, NR2E3 ag-1 -20, Peg3 prom inh -6, CF NFkB inh 2, NR2E3 ag-2 4, Vif inh 3 and HIF-2a inh 7.
For COc1cccc(NC(=O)COC(=O)c2cc(S(=O)(=O)N3CCOCC3)ccc2C)c1 the results were Shn3 3UTR inh -10, CaV13 FRET inh -5, PDI turbidity 3, TRPM1 prom inh 4, KKLEB tox -4, NR2E3 ag-1 -22, Peg3 prom inh 4, CF NFkB inh 7, NR2E3 ag-2 4, Vif inh -7 and HIF-2a inh -7.
For O=C(OCCc1cc2ccccc2c(=O)o1)c1cccc(Br)c1 the results were Shn3 3UTR inh 11, CaV13 FRET inh -9, PDI turbidity -2, TRPM1 prom inh -8, KKLEB tox 4, NR2E3 ag-1 18, Peg3 prom inh -26, CF NFkB inh 19, NR2E3 ag-2 4, Vif inh -7 and HIF-2a inh 1.
`CCOc1c(Cl)cc(/C=N/O)cc1OC` gave Shn3 3UTR inh -1, PDI turbidity 0, TRPM1 prom inh -8, KKLEB tox 4, NR2E3 ag-1 -21, Peg3 prom inh -22, CF NFkB inh 0, NR2E3 ag-2 1, Vif inh 10 and HIF-2a inh 1.
`COc1ccccc1OCc1ccc(C(=O)NCC(C)C)o1` gave Shn3 3UTR inh -13, CaV13 FRET inh -4, PDI turbidity 3, TRPM1 prom inh 0, KKLEB tox -3, NR2E3 ag-1 20, Peg3 prom inh 0, CF NFkB inh -1, NR2E3 ag-2 6, Vif inh -3 and HIF-2a inh 6.
Screening O=C(c1cc2c(s1)CCCC2)N1CCN(Cc2ccc3c(c2)OCO3)CC1 returned Shn3 3UTR inh 13, CaV13 FRET inh -5, PDI turbidity -1, TRPM1 prom inh 5, KKLEB tox 3, NR2E3 ag-1 2, Peg3 prom inh -9, CF NFkB inh -5, NR2E3 ag-2 2, Vif inh -2 and HIF-2a inh -25.
Screening CC(C)(C)Sc1nc(O)cc(=O)[nH]1 returned Shn3 3UTR inh -5, CaV13 FRET inh -5, PDI turbidity -4, TRPM1 prom inh 1, KKLEB tox -8, NR2E3 ag-1 -12, Peg3 prom inh 6, CF NFkB inh -3, NR2E3 ag-2 -4, Vif inh -8 and HIF-2a inh 9.
Screening CCOC(=O)/C(C#N)=C/c1cc2ccccc2nc1Cl returned Shn3 3UTR inh -21, CaV13 FRET inh -8, PDI turbidity -1, TRPM1 prom inh 23, KKLEB tox -4, NR2E3 ag-1 -32, Peg3 prom inh 16, CF NFkB inh 9, NR2E3 ag-2 2 and HIF-2a inh -1.
Screening O=C(Nc1nnc(Cc2ccccc2)s1)c1cccnc1 returned Shn3 3UTR inh -1, CaV13 FRET inh -7, PDI turbidity -3, TRPM1 prom inh -9, KKLEB tox -3, NR2E3 ag-1 -7, Peg3 prom inh -11, CF NFkB inh -7, NR2E3 ag-2 4, Vif inh 3 and HIF-2a inh -11.
Screening CCCCC(=O)Nc1c2c(nn1-c1ccc(C)cc1)CS(=O)(=O)C2 returned Shn3 3UTR inh -21, CaV13 FRET inh -1, PDI turbidity 1, TRPM1 prom inh 11, KKLEB tox 6, NR2E3 ag-1 -3, Peg3 prom inh 33, CF NFkB inh -9, NR2E3 ag-2 -1 and HIF-2a inh 18.
Screening O=C(CCC1CCCC1)N1CCN(C2CCCC2)CC1 returned Shn3 3UTR inh -2, PDI turbidity 3, TRPM1 prom inh -5, KKLEB tox -5, NR2E3 ag-1 -6, Peg3 prom inh 3, CF NFkB inh 8, NR2E3 ag-2 1, Vif inh 10 and HIF-2a inh -14.
For COc1ccc(CN2CCNC(=O)C2CC(=O)NCCC2=CCCCC2)cc1OC (stereo not drawn) the results were Shn3 3UTR inh 4, CaV13 FRET inh -4, PDI turbidity 4, TRPM1 prom inh -4, KKLEB tox -9, NR2E3 ag-1 3, Peg3 prom inh -4, CF NFkB inh 4, NR2E3 ag-2 0, Vif inh 4 and HIF-2a inh 9.
CC1CCc2c(sc(NC(=O)COC(=O)c3ccccc3NCc3ccco3)c2C#N)C1 (stereo not drawn) was read as Shn3 3UTR inh 1, CaV13 FRET inh -6, PDI turbidity -4, TRPM1 prom inh -3, KKLEB tox -9, NR2E3 ag-1 -16, Peg3 prom inh -6, CF NFkB inh 8, NR2E3 ag-2 -2, Vif inh 0 and HIF-2a inh 1.
`Cc1ccccc1-c1nc(CN2CCSCC2)c(C)o1` gave Shn3 3UTR inh -21, CaV13 FRET inh -1, PDI turbidity 0, TRPM1 prom inh -14, KKLEB tox 8, NR2E3 ag-1 12, Peg3 prom inh -31, CF NFkB inh -10, NR2E3 ag-2 3, Vif inh -5 and HIF-2a inh -41.
For O=C(COc1ccc(-c2nnc(N3CCCCC3)c3ccccc23)cc1)N1CCCCC1 the results were Shn3 3UTR inh 22, CaV13 FRET inh 0, PDI turbidity -7, TRPM1 prom inh 16, KKLEB tox 8, NR2E3 ag-1 7, Peg3 prom inh 17, CF NFkB inh -2, NR2E3 ag-2 -2, Vif inh -27 and HIF-2a inh 4.
For CCOC(=O)c1c(C)[nH]c(C(=O)C(C)OC(=O)c2ccc(NC(=O)CC#N)cc2)c1C (stereo not drawn) the results were Shn3 3UTR inh 17, CaV13 FRET inh -5, PDI turbidity 1, TRPM1 prom inh 11, KKLEB tox -3, NR2E3 ag-1 16, Peg3 prom inh 7, CF NFkB inh 18, NR2E3 ag-2 2, Vif inh -11 and HIF-2a inh 15.
`COc1cccc(CN2CCN(Cc3c(C)nn(C(C)C)c3C)CC2CCO)c1` (stereo not drawn) gave Shn3 3UTR inh 1, CaV13 FRET inh 0, PDI turbidity -4, TRPM1 prom inh -1, KKLEB tox -13, NR2E3 ag-1 22, Peg3 prom inh 19, CF NFkB inh 0, NR2E3 ag-2 1, Vif inh -15 and HIF-2a inh 5.
For CC1CCN(S(=O)(=O)c2ccc(NC(=O)c3ccco3)cc2)CC1 the results were Shn3 3UTR inh 21, CaV13 FRET inh -5, PDI turbidity -2, TRPM1 prom inh 6, KKLEB tox -4, NR2E3 ag-1 1, Peg3 prom inh -4, CF NFkB inh -9, NR2E3 ag-2 -1, Vif inh 3 and HIF-2a inh 1.
C/C(=N/OC(=O)c1c(F)cccc1F)c1nccs1 was read as Shn3 3UTR inh -15, CaV13 FRET inh -3, PDI turbidity 17, TRPM1 prom inh -2, KKLEB tox 6, NR2E3 ag-1 -11, Peg3 prom inh 3, CF NFkB inh 13, NR2E3 ag-2 3, Vif inh -3 and HIF-2a inh 3.
CC(=O)c1ccc(NC(=O)C(C)Oc2ccc(N(C)S(=O)(=O)c3ccc(C)cc3)cc2)cc1 (stereo not drawn) was read as Shn3 3UTR inh 16, CaV13 FRET inh -6, PDI turbidity 2, TRPM1 prom inh 5, KKLEB tox 0, NR2E3 ag-1 -29, Peg3 prom inh 12, CF NFkB inh 5, NR2E3 ag-2 3, Vif inh -1 and HIF-2a inh 0.
Screening COc1ccc(OCc2cc(C(=O)NCC3(C)COC3)no2)c(Cl)c1 returned Shn3 3UTR inh -14, CaV13 FRET inh -8, PDI turbidity 5, TRPM1 prom inh -42, KKLEB tox 1, NR2E3 ag-1 -67, Peg3 prom inh -107, CF NFkB inh -4, NR2E3 ag-2 3, Vif inh -18 and HIF-2a inh -138.
`O=C(CS(=O)(=O)c1ccccc1Cl)N1CCOCC1` gave Shn3 3UTR inh -4, PDI turbidity -2, TRPM1 prom inh -1, KKLEB tox -20, NR2E3 ag-1 4, Peg3 prom inh 4, CF NFkB inh 2, NR2E3 ag-2 0 and HIF-2a inh 12.
For Cc1ccc(NC(=O)COc2ccc(/C=N/NC(=O)CSCc3ccccc3)cc2)cc1 the results were Shn3 3UTR inh 5, CaV13 FRET inh -5, PDI turbidity 4, TRPM1 prom inh -6, KKLEB tox 8, NR2E3 ag-1 4, Peg3 prom inh -10, CF NFkB inh -13, NR2E3 ag-2 -2, Vif inh -7 and HIF-2a inh -12.
For Cc1ccc(C2CC(C(F)F)n3ncc(C(=O)Nc4c(C)nn(Cc5c(F)cccc5Cl)c4C)c3N2)cc1 (stereo not drawn) the results were Shn3 3UTR inh 14, CaV13 FRET inh -4, PDI turbidity 3, TRPM1 prom inh 7, KKLEB tox 2, NR2E3 ag-1 -13, Peg3 prom inh 18, CF NFkB inh -3, NR2E3 ag-2 -1, Vif inh 3 and HIF-2a inh 13.
`CC(OC(=O)c1cccs1)C(=O)NCc1ccccc1` (stereo not drawn) gave Shn3 3UTR inh -9, CaV13 FRET inh -5, PDI turbidity 7, TRPM1 prom inh 10, KKLEB tox 3, NR2E3 ag-1 -3, Peg3 prom inh -2, CF NFkB inh -11, NR2E3 ag-2 2, Vif inh 4 and HIF-2a inh -1.
CSc1ccccc1NC(=O)C1CC(c2ccccc2Cl)=NO1 (stereo not drawn) was read as Shn3 3UTR inh -24, CaV13 FRET inh -20, PDI turbidity 3, TRPM1 prom inh 3, KKLEB tox 4, NR2E3 ag-1 13, Peg3 prom inh -15, CF NFkB inh 5, NR2E3 ag-2 -1, Vif inh -4 and HIF-2a inh -72.
Screening Cc1ccc2[nH]c(=O)c3cc(C(=O)N(C)Cc4ccco4)sc3c2c1 returned Shn3 3UTR inh -5, CaV13 FRET inh -7, KKLEB tox 6, NR2E3 ag-1 -37, Peg3 prom inh -79, CF NFkB inh -5, NR2E3 ag-2 2, Vif inh -10 and HIF-2a inh -111.

Sorted by heavy-atom count (rising): three of the compounds above.
C/C(=N/OC(=O)c1c(F)cccc1F)c1nccs1 was read as Shn3 3UTR inh -15, CaV13 FRET inh -3, PDI turbidity 17, TRPM1 prom inh -2, KKLEB tox 6, NR2E3 ag-1 -11, Peg3 prom inh 3, CF NFkB inh 13, NR2E3 ag-2 3, Vif inh -3 and HIF-2a inh 3.
For Cc1ccc(NC(=O)COc2ccc(/C=N/NC(=O)CSCc3ccccc3)cc2)cc1 the results were Shn3 3UTR inh 5, CaV13 FRET inh -5, PDI turbidity 4, TRPM1 prom inh -6, KKLEB tox 8, NR2E3 ag-1 4, Peg3 prom inh -10, CF NFkB inh -13, NR2E3 ag-2 -2, Vif inh -7 and HIF-2a inh -12.
For Cc1ccc(C2CC(C(F)F)n3ncc(C(=O)Nc4c(C)nn(Cc5c(F)cccc5Cl)c4C)c3N2)cc1 (stereo not drawn) the results were Shn3 3UTR inh 14, CaV13 FRET inh -4, PDI turbidity 3, TRPM1 prom inh 7, KKLEB tox 2, NR2E3 ag-1 -13, Peg3 prom inh 18, CF NFkB inh -3, NR2E3 ag-2 -1, Vif inh 3 and HIF-2a inh 13.
